# TRPC4 potent – positive allosteric modulators of TRPC4, primary screen, cell-based, mouse TRPC4beta, HEK293 mu-opioid, Fluo-4 calcium. B-score at 10 µM. Short transient receptor potential channel 4 (Mus musculus), Q9QUQ5. DAMGO EC20, Fluo-4 Ca2+ flux; stronger effect = higher value. hit rate 0.42% among 310,000;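 active = B-score of calcium response area above 5 SD of library B-scores, with initial fluorescence ratio within 5 SD of library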;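 note: B-score of integrated fluorescence ratio over time as area under calcium response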
# Platelet DG rel – inhibitors of platelet dense granule secretion, primary screen, cell-based, MLPCN, human platelets | human platelet-rich plasma, SFLLRN dense granule ATP release, luminescence | hit rate 0.22% among 300,000 | inhibition, %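 (compounds screened at 7.5 µM in platelet-rich plasma)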 | AID 1663, 2009;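 active = mean replicate score, as percent of positive control, at or above 50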
# KCNQ1 block – inhibitors of human KCNQ1 channel, primary screen, cell-based, thallium flux, high-throughput; hit rate 1.3% among 310,000; CHO-K1 KCNQ1, FluxOR thallium flux fluorescence; stronger effect = higher value; AID 2642, 2010; B-score at 10 µM;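 active = compounds whose thallium flux B-score, printed positive for inhibition, exceeds three library SD while starting fluorescence stays within three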;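 note: channel opened by potassium depolarization with thallium stimulus after 20 min compound exposure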
# Target sequence (P51787 whole entry, looked up): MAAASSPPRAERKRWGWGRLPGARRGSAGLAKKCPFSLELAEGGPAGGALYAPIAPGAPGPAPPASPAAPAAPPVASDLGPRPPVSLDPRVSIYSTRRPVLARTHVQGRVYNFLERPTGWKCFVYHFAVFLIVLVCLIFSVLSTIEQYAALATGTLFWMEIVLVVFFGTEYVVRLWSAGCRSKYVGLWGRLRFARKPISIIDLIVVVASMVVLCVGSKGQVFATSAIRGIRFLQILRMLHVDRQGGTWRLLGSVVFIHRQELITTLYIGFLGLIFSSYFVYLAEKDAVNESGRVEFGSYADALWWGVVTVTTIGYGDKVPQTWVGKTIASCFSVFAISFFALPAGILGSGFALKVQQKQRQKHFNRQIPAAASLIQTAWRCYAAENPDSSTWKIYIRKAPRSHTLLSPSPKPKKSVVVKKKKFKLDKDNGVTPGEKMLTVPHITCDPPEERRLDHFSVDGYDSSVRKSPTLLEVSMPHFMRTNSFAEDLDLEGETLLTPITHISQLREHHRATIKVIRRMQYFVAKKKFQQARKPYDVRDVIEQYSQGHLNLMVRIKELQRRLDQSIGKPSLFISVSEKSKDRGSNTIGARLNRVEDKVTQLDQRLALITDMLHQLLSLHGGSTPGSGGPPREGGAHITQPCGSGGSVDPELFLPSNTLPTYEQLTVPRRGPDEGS
# KCNK3 inh – human KCNK3 channel inhibitors, primary screen, CHO cells, FluxOR thallium flux, B-score. FluxOR fluorescence; stronger effect = lower value. Potassium channel subfamily K member 3 (Homo sapiens), O14649. hit rate 0.84% among 340,000. B-score at 10 µM;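 active = B-score under library mean minus 4 SD, starting fluorescence ratio at most library mean plus 5 SD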;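 note: more negative B-score means stronger inhibition of thallium flux through KCNK3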
# Target sequence (O14649 whole entry, looked up): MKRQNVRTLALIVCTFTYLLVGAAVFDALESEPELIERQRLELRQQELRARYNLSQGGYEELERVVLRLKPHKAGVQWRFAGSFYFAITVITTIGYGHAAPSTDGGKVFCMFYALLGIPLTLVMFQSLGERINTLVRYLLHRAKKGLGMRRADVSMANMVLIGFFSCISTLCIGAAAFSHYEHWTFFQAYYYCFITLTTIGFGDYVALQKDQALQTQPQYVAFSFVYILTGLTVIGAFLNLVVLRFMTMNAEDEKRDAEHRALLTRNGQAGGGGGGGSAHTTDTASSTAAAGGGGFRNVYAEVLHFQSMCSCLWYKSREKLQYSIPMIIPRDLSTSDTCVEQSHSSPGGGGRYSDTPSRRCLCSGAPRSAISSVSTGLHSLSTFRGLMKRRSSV
# PolyA inhibitor – polyadenylation inhibitors in yeast reporter cells, primary screen, luminescence, S. cerevisiae. S. cerevisiae SKY197-pL101 polyadenylation reporter, beta-gal luminescence; efflux-impaired pdr1/pdr3 knockout yeast; score 100 = 6 SD above DMSO. calls only at 12 µM. hit rate 0.02% among 300,000;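 active = lowest replicate activity score at least 50, where 100 means six control SD above control mean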;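 note: yeast exposed to compound for 9 h at 30 °C; higher score means more reporter readthrough which indicates perturbed polyadenylation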
# TRPC4 block – inhibitors of mouse TRPC4 channel, primary screen, Fluo4 calcium, HEK293 TRPC4beta/mu-opioid cells. hit rate 0.39% among 300,000. DAMGO-evoked Fluo4 calcium flux; stronger effect = lower value. B-score at 10 µM. Short transient receptor potential channel 4 (Mus musculus), Q9QUQ5. AID 2247, 2010;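 active = B-score over 3 SD under the library average, no early fluorescence shift, positive overall ratio signal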
#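 material = TRPC4beta/mu-opioid receptor HEK293 cell line | probe or stimulus = sequential submaximal and maximal DAMGO stimulation | compound dosing = one concentration per compound | measured by = Fluo4 Ca2+ flux fluorescence | evaluation = integrated fluorescence ratio relative to baseline, converted to per-well B score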
# hERG protect – hERG rescue from dofetilide block, primary screen, cell-based, CHO-hERG, FluxOR thallium flux, dofetilide IC70. dofetilide IC70 present. Voltage-gated inwardly rectifying potassium channel KCNH2 (Homo sapiens), Q12809. activation (rescue from dofetilide block), less the hit threshold, % at 10 µM. hit rate 0.51% among 310,000;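 active = activation above the mean of controls blocked by dofetilide plus 5 SD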;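 note: thallium influx through hERG after potassium depolarization seen as dye fluorescence rise; in these data hits start at about 4.7%; inactives centre near -7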
# KCNK9 block – KCNK9 potassium channel inhibitors, primary screen, HEK293 cells, thallium flux; Potassium channel subfamily K member 9 (Homo sapiens), Q9NPC2; FluxOR thallium flux fluorescence; stronger effect = lower value; B-score at 10 µM; hit rate 1.2% among 310,000;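 active = ratio B-score over 3 SD below the library mean, with starting fluorescence within 5 SD of its mean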;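 note: negative B-score means less thallium flux so channel inhibition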
# TRPC4 act – activators of mouse TRPC4 channel, primary screen, Fluo4 calcium, HEK293 TRPC4beta/mu-opioid cells. Fluo4 calcium fluorescence; stronger effect = higher value. B-score at 10 µM. Short transient receptor potential channel 4 (Mus musculus), Q9QUQ5. hit rate 0.49% among 310,000;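 active = B-score above 5 SD of library B-scores, and initial fluorescence ratio not above library mean plus 5 SD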;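 note: positive B-score marks a calcium rise read as TRPC4 activation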
#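 Assay system – TRPC4beta and mu-opioid receptor HEK293 stable cells · Measured by – Fluo4 fluorescence, kinetic · Schedule – dye loading 45 min room temperature, 110 s kinetic read · Read-out – B-scored integrated calcium fluorescence ratio · Controls – buffer and maximal DAMGO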
# KCNQ1 pot – potentiators or activators of KCNQ1 channel, primary screen, cell-based, thallium flux, high-throughput. Potassium voltage-gated channel subfamily KQT member 1 (Homo sapiens), P51787. CHO-K1 KCNQ1, thallium flux FluxOR fluorescence; stronger effect = higher value. B-score at 10 µM. hit rate 0.35% among 310,000;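 active = fluorescence ratio B-score, a plate-corrected score, at least three library SD, with initial intensity B-score within 5 SD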
#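 Test system: CHO-K1 cells stably expressing KCNQ1 / Medium: assay buffer / Also added: depolarizing K+/Tl+ stimulus, K2SO4 and Tl2SO4 each 12.5 mM in 5x stock / Incubation: 90 min dye loading and 20 min compound exposure, both at room temperature / Signal: thallium influx via FluxOR fluorescence, kinetic imaging / Evaluation: B score of baseline-normalized fluorescence ratio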
# DYRK1A inh – rat Dyrk1A kinase inhibitors, primary screen, biochemical, single point, plate reader; Dual specificity tyrosine-phosphorylation-regulated kinase 1A (Rattus norvegicus), Q63470; hit rate 0.43% among 310,000; AID 504441, 2011; inhibition, % at 12.5 µM; ADP-Glo luminescence, NFATc1 peptide; in the data active = inhibition above about 50%;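 note: plate controls were vehicle with enzyme for no effect and no enzyme for full effect; many of its hits are not listed in these tables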
# * marks the source's active call; other numbers are inactive results; i = inactive; nt = not tested or not shown.
cpd	SMILES	TRPC4 potent	Platelet DG rel	KCNQ1 block	KCNK3 inh	PolyA inhibitor	TRPC4 block	hERG protect	KCNK9 block	TRPC4 act	KCNQ1 pot	DYRK1A inh
1	CCCCOc1ccc(CN2CCC(O)CC2)cc1	i	9	i	i	i	i	-9	i	i	i	-6
2	COc1ccc(Br)cc1S(=O)(=O)n1c([N+](=O)[O-])cnc1C	i	3	i	i	i	i	-6	i	i	i	8
3	COCCn1c(=O)[nH]c2cc(C(=O)NCC3CCCO3)ccc2c1=O (configuration not stated)	i	-4	i	i	i	i	-10	i	i	i	9
4	CCOc1ccc(-c2noc(CCCC(=O)NC3CCCCC3)n2)cc1OC	i	-5	i	i	i	i	-8	i	i	i	-3
5	O=C1c2ccccc2C(=O)N1CCc1csc(-c2cccc(Cl)c2)n1	i	-3	i	i	i	i	-7	i	i	i	1
6	COc1ccc(CC2NCCC3=CC(=O)CCC32)cc1O (configuration not stated)	i	1	i	i	i	i	-7	i	i	i	11
7	NC(=O)[C@@H]1CCCNc2c(F)cc([N+](=O)[O-])cc2C(=O)N[C@@H](CCC(=O)O)C(=O)N[C@@H](CO)C(=O)N1	i	-12	i	i	i	i	-6	i	i	i	-8
8	COc1ccc(NC(=O)C(=O)c2cn(CC(=O)N3CCOCC3)c3ccccc23)cc1OC	i	-3	i	i	i	i	-19	i	i	i	0
9	CCn1c(SCC(=O)c2cc(C)ccc2C)nc2cc(S(=O)(=O)N3CCOCC3)ccc21	i	-11	i	i	i	i	-15	i	i	i	0
10	COc1ccc(NC(=O)C2CCCN2S(=O)(=O)c2ccc(Cl)cc2)cc1 (configuration not stated)	i	-38	i	i	i	i	-8	i	i	i	-1
11	CCCc1cc(=O)oc2cc(C)cc(OCC(=O)N3CCC(C(=O)O)CC3)c12	i	0	i	i	i	i	-6	i	i	i	8
12	Cc1nc2ccccn2c1C(=O)NNC(=S)Nc1ccccc1	i	7	i	i	i	i	-7	i	i	i	nt
13	O=C(CSc1nnc(CCCOc2ccc(Cl)cc2Cl)o1)Nc1ccc(C(=O)O)cc1	i	-7	i	i	i	i	-6	i	i	i	0
14	Cc1cc(C(=O)CN2C(=O)NC(C)(c3ccccc3)C2=O)c(C)n1CC1CCCO1 (configuration not stated)	i	12	i	i	i	i	-14	i	i	i	-9
15	C=CCOC(=O)C1=C(C)Nc2ncnn2C1c1cccs1 (configuration not stated)	i	11	i	i	i	i	-6	i	i	i	1
16	COC(=O)c1sc(NC(=O)c2ccoc2C)nc1C	i	57*	i	i	i	i	3	i	i	i	0
17	COc1ccc(CNC(=O)c2csc(Cc3ccc(OC)cc3)n2)cc1	i	3	i	i	i	i	1	i	i	i	7
18	Cc1sc(NC(=O)c2ccco2)c(C(c2ccncc2)N2CCOCC2)c1C (configuration not stated)	i	2	i	i	i	i	-9	i	i	i	1
19	CN(C)c1ccc(P(=O)(OCc2ccccc2)C(O)c2cccnc2)cc1 (configuration not stated)	i	2	i	i	i	i	-10	i	i	i	1
20	COc1ccc(NC(=O)C(NC(=O)CNC(C)=O)c2ccc(C)cc2)cc1 (configuration not stated)	i	3	i	i	i	i	-1	i	i	i	-1
21	CC(/C=N/Nc1ccc2nncn2n1)=C\c1ccccc1	i	-1	i	i	i	i	-7	i	i	i	-2
22	CCc1noc(C)c1C(=O)N(CCCOC)c1c(N)n(Cc2ccccc2)c(=O)[nH]c1=O	i	-24	i	i	i	i	-3	i	i	i	7
23	COc1ccc(NC(=O)C2CC(=O)N(c3cccc(C)c3C)C2)cc1 (configuration not stated)	i	2	i	i	i	i	-5	i	i	i	0
24	COc1ccc(OCC(O)Cn2c(Br)nc3c2c(=O)[nH]c(=O)n3C)cc1 (configuration not stated)	i	-6	i	i	i	i	-9	i	i	i	3
25	COc1ccc(S(=O)(=O)Nc2ccc(S(=O)(=O)NCC3CCCO3)cc2)cc1 (configuration not stated)	i	-12	i	i	i	i	0	i	i	i	0
26	CC(=O)Nc1ccc(NC(=O)c2ccc(NS(=O)(=O)c3cc(C(C)(C)C)ccc3C)cc2)cc1	i	0	i	i	i	i	-8	i	i	i	31
27	COc1ccc(Cn2nnc(C(=O)Nc3ccc4c(c3)OCCO4)c2N)cc1Br	i	2	i	i	i	i	-7	i	i	i	0
28	[O-][n+]1cccc(C(O)c2ccccc2)c1 (configuration not stated)	i	2	i	i	i	i	-3	i	i	i	4
29	CCCC(=O)n1nc(-c2ccco2)nc1N	i	-1	i	i	i	i	-2	i	i	i	0
30	C/C(=C\C(=O)c1ccc(Br)cc1)NCc1ccc(C)cc1	i	-3	i	i	i	i	-12	i	i	i	3
31	C=CCn1c(N)c(C(=O)NCC2CCCO2)c2nc3ccccc3nc21 (configuration not stated)	i	1	i	i	i	i	-5	i	i	i	12
32	CC(C)(C)NC(=O)C(c1ccc(F)cc1)N(Cc1ccco1)C(=O)CCC(=O)Nc1nccs1 (configuration not stated)	i	11	i	i	i	i	-3	i	i	i	6
33	O=[N+]([O-])c1ccc(S(=O)(=O)NCC(c2cccnc2)N2CCOCC2)cc1 (configuration not stated)	i	13	i	i	i	i	-4	i	i	i	-6
34	CCCC(=O)Nc1cccc(S(=O)(=O)N(C)c2ccccc2)c1	i	2	i	i	i	i	-9	i	i	i	-5
35	Cc1ccc(C(=O)COC(=O)CCCC(=O)NC2CCCCC2)cc1[N+](=O)[O-]	i	-19	i	i	i	i	-7	i	i	i	-15
36	Cc1ccccc1Nc1nc(Cl)c(C=O)s1	i	1	i	i	i	i	-26	i	i	i	1
37	CC(C)(C)C(=O)O/N=C1/C(=O)N(c2ccccc2)c2ccccc21	i	6	i	i	i	i	-3	i	i	i	4
38	COc1ccc(CNC(=O)CSCc2cnn(-c3ccccc3)c2-n2cccc2)cc1	i	1	i	i	i	i	-16	i	i	i	-2
39	COc1ccc(CNC(=O)CC(C)CC2=NS(=O)(=O)c3ccccc3N2)cc1 (configuration not stated)	i	4	i	i	i	i	-10	i	i	i	6
40	COc1ccc(-n2c(Cc3cc(=O)[nH]c(=O)[nH]3)nnc2SCc2ccccc2)cc1	i	8	i	i	i	i	-5	i	i	i	4
41	COc1cc(NC(=O)c2cccs2)c(OC)cc1NC(=O)Cc1ccccc1	i	10	i	i	i	i	-6	i	i	i	1
42	O=C1/C(=C/c2ccc([N+](=O)[O-])cc2)C=C(c2ccccc2)N1c1ccccc1	i	-1	i	i	i	i	-3	i	i	i	4
43	Cc1c(O)ccc2c(CC(=O)N[C@@H](Cc3ccc(O)cc3)C(=O)O)cc(=O)oc12	i	1	i	i	i	i	0	i	i	i	14
44	CC1(C)c2[nH]c3ccccc3c2C[C@H]2C(=O)N(CCCO)CC(=O)N21	i	3	i	i	i	i	-5	i	i	i	3
45	Cc1nc([N+](=O)[O-])cn1-c1ccc(N)cc1	i	-1	i	i	i	i	-2	i	i	i	-11
46	O=C(CCNC(=O)c1ccc(Br)cc1)NCc1ccco1	i	-5	i	i	i	i	-2	i	i	i	-9
47	O=C(Cn1cnc2cc([N+](=O)[O-])ccc2c1=O)NCc1ccccc1	i	2	i	i	i	i	2	i	i	i	nt
48	CC(C)(C)c1ccc(/C=N/N2C(=O)CSC2=S)cc1	i	12	i	i	i	i	-7	i	i	i	-6
49	Cc1ccc(Cl)cc1NC(=O)CN1C(=O)COc2ccc(S(=O)(=O)N3CCOCC3)cc21	i	-15	i	i	i	i	-3	i	i	i	nt
50	Cc1ccc(Cn2c(=N)c(C(=O)NCC3CCCO3)cc3c(=O)n4ccccc4nc32)cc1 (configuration not stated)	47*	27	i	i	i	i	-13	i	i	i	0
51	Cc1ccc(C)n1NC(=O)c1ccccc1Cl	i	8	i	i	i	i	-10	i	i	i	1
52	COc1ccc(NC(=O)CCn2ccnc2)c(OC)c1	i	3	i	i	i	i	-4	i	i	i	3
53	O=C(NNCC(O)COc1ccccc1)c1ccccc1 (configuration not stated)	i	5	i	i	i	i	-8	i	i	i	4

# In the list so far, these have a thiophene ring, fused or not.
cpd	SMILES	TRPC4 potent	Platelet DG rel	KCNQ1 block	KCNK3 inh	PolyA inhibitor	TRPC4 block	hERG protect	KCNK9 block	TRPC4 act	KCNQ1 pot	DYRK1A inh
15	C=CCOC(=O)C1=C(C)Nc2ncnn2C1c1cccs1 (configuration not stated)	i	11	i	i	i	i	-6	i	i	i	1
18	Cc1sc(NC(=O)c2ccco2)c(C(c2ccncc2)N2CCOCC2)c1C (configuration not stated)	i	2	i	i	i	i	-9	i	i	i	1
41	COc1cc(NC(=O)c2cccs2)c(OC)cc1NC(=O)Cc1ccccc1	i	10	i	i	i	i	-6	i	i	i	1

# One compound at a time (already shown). Order of values: TRPC4 potent, Platelet DG rel, KCNQ1 block, KCNK3 inh, PolyA inhibitor, TRPC4 block, hERG protect, KCNK9 block, TRPC4 act, KCNQ1 pot, DYRK1A inh
# Entry for `O=C1/C(=C/c2ccc([N+](=O)[O-])cc2)C=C(c2ccccc2)N1c1ccccc1` = i, -1, i, i, i, i, -3, i, i, i, 4
# Entry for `CC(C)(C)NC(=O)C(c1ccc(F)cc1)N(Cc1ccco1)C(=O)CCC(=O)Nc1nccs1` (configuration not stated) = i, 11, i, i, i, i, -3, i, i, i, 6
# Entry for `Cc1ccc(C(=O)COC(=O)CCCC(=O)NC2CCCCC2)cc1[N+](=O)[O-]` = i, -19, i, i, i, i, -7, i, i, i, -15

# Assay outcomes: PubChem BioAssay, several laboratories

# The list is partial; the hit share may differ from the screen's.
